BL2 CD40 inh: CD40 pathway inhibition in BL2 cells | inhibition, % at 10 µM | BL2 NF-kB luciferase reporter, CD40L-induced, 4 h | 83,000 compounds, 0.94% hits;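 active = mean inhibition of at least 50% with a set share of replicates also reaching that level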;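 also: 0% = neutral control wells and 100% = IKK inhibitor VII at 50 µM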
The depositor's hits bear a star; & = joins results of further samples; [ ] = dose if it differs, or a comment.

SMILES	BL2 CD40 inh
CO[C@H]1CC[C@@H]2CCOc3c(C#N)cccc3C(=O)N(C)CCCC(=O)N(C)C[C@@H]1O2	3[25 µM]
C(=N\NC1=Nc2cccc3cccc1c23)/c1cccnc1	-59
Cc1cc2nc(N)sc2cc1C	-47
O=S(=O)(c1ccc(Oc2ccc3oc4ccccc4c3c2)nc1)N1CCCC1	3
Cc1ccc(S(=O)(=O)N(C)C[C@@H]2Oc3ccc(NC(=O)CCCN(C)C)cc3C(=O)N([C@H](C)CO)C[C@@H]2C)cc1	6[25 µM]
Cc1nc2ccc3nc(NC(=O)c4ccco4)sc3c2s1	-74
COc1ccc(NC(=O)Nc2cccc3c2O[C@H](CN(C)Cc2ccc(C(=O)O)cc2)[C@H](C)CN([C@@H](C)CO)C3=O)cc1	-5[25 µM]
CCC1CCCCN1CCNC(=O)C1CCN(S(=O)(=O)c2c(C)noc2C)CC1 (stereo not given)	7
Cc1nnc(NC(=O)CCC(=O)NCc2ccco2)s1	2
CCCN(CC(=O)Nc1ccccc1C)C(=O)c1ccc(S(=O)(=O)N2CCC(C)CC2)cc1	8
COC(=O)c1cc(OC)nc2c1c(=O)n(C)c(=O)n2C	12
CC(=O)Nc1ccc(S(=O)(=O)NC2CC(=O)N(c3cccc(F)c3)C2)cc1 (stereo not given)	9
CCC(=O)N1[C@@H]2c3cccc(=O)n3C[C@H]1[C@H](CO)[C@H]2C(=O)NC1CCCC1	2
Cc1nn(C)cc1C(=O)c1ccccc1	6
O=C(c1cccs1)N1CCCC(c2ccccc2)C1 (stereo not given)	-20
O=C(Nc1ccon1)c1cccc(S(=O)(=O)N2CCCC2)c1	2
CCCNC(=O)N1C[C@H](O)COC[C@H]2O[C@@H](CC(=O)OC)CC[C@@H]21	-9[25 µM]
CCOC(=O)Cc1csc(SCC(=O)N(CC(C)C)c2c(N)n(Cc3ccccc3)c(=O)[nH]c2=O)n1	-10
O=C(COC(=O)c1cccc(Br)c1)NCc1ccco1	-2
COc1ccccc1C#Cc1ccc2c(c1)[C@@H]1[C@@H](CCN1C(=O)CN1CCOCC1)[C@H](CO)N2	-52[25 µM]
CCS(=O)(=O)N1CCC2(CC1)CN(C(=O)c1cccc(F)c1)[C@H](CO)c1c2c2ccc(OC)cc2n1C	12[25 µM]
CCc1noc(C)c1C(=O)NNC(=O)c1nn(C)c(=O)c2ccccc12	3
CC[n+]1c(C)sc2cc(C)ccc21	56*
CCN(c1ccc(F)cc1)S(=O)(=O)c1ccc2[nH]cc(C(=O)NCCCN3CCOCC3)c(=O)c2c1	6
Cc1onc(-c2ccccc2)c1C(=O)Nc1sccc1C#N	13

Remaining list, next part:
SMILES	BL2 CD40 inh
COc1cc2c(cc1OC)CN(C(=O)CC1CC3CCC1C3)CC2 (stereo not given)	-11
O=C(Nc1cccc2c1CCCC2)C1CCCN(S(=O)(=O)c2cccc3nonc23)C1 (stereo not given)	11
CNC[C@@H]1Oc2ccc(NS(=O)(=O)c3ccc(OC)cc3)cc2C(=O)N([C@H](C)CO)C[C@H]1C	1[25 µM]
CCN(C[C@@H]1[C@@H](c2ccccc2)[C@H](CO)N1CC1CCCC1)C(C)=O	-8[25 µM]
Cc1nc(Nc2ncc3c(n2)CC(C)(C)CC3=O)nc2ccccc12	-5
COc1ccc(-c2nnc(SCC(=O)NC3CC3)o2)cc1	-34
CCOC(=O)c1ccccc1NC(=O)COC	8
N#Cc1ccc(OCc2noc(-c3ccsc3)n2)cc1	-31
Cc1ccc2c(c1)C=CC(C#N)N2C(=O)Oc1ccccc1 (stereo not given)	-9
CSCCC(NC(N)=O)C(=O)NCC1CCCCC1 (stereo not given)	6
CCCCn1cnc2c(Sc3c([N+](=O)[O-])ncn3C)nc(N)nc21	-9
CCOc1ccc(CC(=O)NNC(=O)NC2CCCCC2)cc1	14
C/C(=N\NC(=S)NCc1ccccc1)c1ccc(C#N)cc1	4
O=C(Nc1cc(Cl)ccc1-n1cncn1)c1cccc(S(=O)(=O)N2CCOCC2)c1	-13
COc1cccc(/C=N/NC(=O)CN2CC(c3ccccc3)CC2=O)c1O (stereo not given)	-29
CCCCn1c(SCCN2CCCCC2)nc2c1c(=O)n(C)c(=O)n2C	-4
Cc1ccc(S(=O)(=O)N2CCOCC2)cc1NC(=O)CN1C(=O)CN(C)C1=O	1
O=C(Nc1ccccc1N1CCN(C(=O)c2ccccc2)CC1)c1cc2ccccc2o1	0
CC(OC(=O)Nc1cccc(Cl)c1)C(=O)OC1CCCCC1 (stereo not given)	-43
O=C(Nc1cccc(Cl)c1N1CCOCC1)c1ccc2c(c1)OCCO2	-2
C[C@H](CO)N1C[C@H](C)[C@H](CN(C)Cc2ccc(C(=O)Nc3ccccc3N)cc2)OCc2cnnn2CCCC1=O	-40[25 µM]
COc1cccc(NC(=S)/C(=C(\[O-])c2ccc(OC(F)F)cc2)[n+]2ccccc2)c1	-35
O=C(NCC(=O)N1CCN(S(=O)(=O)c2ccccc2)CC1)c1ccc2ccccc2c1	9
N#Cc1c2ccc(O)cc2n2ccccc12	-15
Cn1c(=O)n(C)c2cc([N+](=O)[O-])c(N3CCN(C(=O)C(C)(C)C)CC3)cc21	8

Further structures follow:
SMILES	BL2 CD40 inh
CCOC(=O)c1[nH]c2ccc(F)cc2c1NC(=O)CCN1CCSCC1	12
O=C(NCCCN1CCCC1=O)c1ccc2c(c1)OCO2	-16
C[C@@H]1CN([C@H](C)CO)C(=O)Cc2cc(NC(=O)Cn3cnnn3)ccc2O[C@H]1CN(C)C(=O)Nc1ccc(C(F)(F)F)cc1	-18[25 µM]
Cc1ccccc1OCc1nc2ccccc2c(=O)n1/N=C/c1ccco1	-27
O=C(COc1ccc(S(=O)(=O)N2CCCC2)cc1)NCc1ccco1	6
O=C(CCN1C(=O)COc2ccccc21)N1CCN(c2ccccn2)CC1	2
O=C(Nc1ccccc1)N1CC(=O)N2[C@H](CO)[C@@H](c3ccc(C#CC4CCCCC4)cc3)[C@@H]2C1	37[25 µM]
O=C(NCc1ccoc1)c1ccc(NC(=O)c2ccccc2Cl)cc1	-12
C[C@H](CO)N1C[C@H](C)[C@@H](CN(C)C(=O)CCN(C)C)OCc2ccccc2-c2c(n(C)c3ccccc23)C1=O	-1
CCSc1nnc(NC(=O)c2cccc3ccccc23)s1	-2
COc1cccc(CN2[C@@H]3CNC[C@H]2C3c2ccc(-c3ccncc3)cc2)c1 (stereo not given in full)	3&13
O=C(CN1C(=O)NC2(CCCCCC2)C1=O)c1ccc(F)cc1	-17
O=C(O)c1cccc(NS(=O)(=O)c2ccc(C3CCCCC3)cc2)c1	-6
CSc1nsc(SC)c1NC(=O)OCCc1ccccn1	5
COc1ccccc1NC(=O)N[C@H]1CC[C@@H](CCNS(=O)(=O)c2ccc(Cl)cc2)O[C@H]1CO	-16[25 µM]
CCCSc1nnc(C(C)C)n1N	6
Cc1noc(C)c1NC(=O)N(C)C[C@@H]1OCCCC[C@H](C)Oc2ccc(NC(=O)Nc3ccc(C(F)(F)F)cc3)cc2C(=O)N([C@@H](C)CO)C[C@H]1C	39[25 µM]
O=C(CCC(=O)Nc1cccc(C(F)(F)F)c1)NCC1CCCO1 (stereo not given)	7
CN1CCC(OC(c2ccccc2)c2ccc(Cl)cc2)C1 (stereo not given)	27
CCCc1cc(C(=O)O)c2ccccc2n1	9
Cc1c(NC(=O)c2cccc(NC(=O)COc3ccccc3C#N)c2)c(=O)n(-c2ccccc2)n1C	40
Cc1noc(C)c1COc1cccc(C(=O)Nc2cccnc2)c1	5
O=C(COc1ccccc1)Nc1c2c(nn1-c1ccccc1)CS(=O)C2 (stereo not given)	0
O=C(Oc1ccc(Br)cc1)c1cncc(Br)c1	-19
CN1c2ccc(C#Cc3cccnc3)cc2[C@H]2[C@H](CCN2C(=O)C2CCC2)[C@@H]1CO	4

Not a retest: entries from further up.
SMILES	BL2 CD40 inh
CO[C@H]1CC[C@@H]2CCOc3c(C#N)cccc3C(=O)N(C)CCCC(=O)N(C)C[C@@H]1O2	3[25 µM]
C(=N\NC1=Nc2cccc3cccc1c23)/c1cccnc1	-59
Cc1cc2nc(N)sc2cc1C	-47
O=S(=O)(c1ccc(Oc2ccc3oc4ccccc4c3c2)nc1)N1CCCC1	3
Cc1ccc(S(=O)(=O)N(C)C[C@@H]2Oc3ccc(NC(=O)CCCN(C)C)cc3C(=O)N([C@H](C)CO)C[C@@H]2C)cc1	6[25 µM]

An excerpt from above in order of their number in BL2 CD40 inh, rising:
SMILES	BL2 CD40 inh
O=C(NCc1ccoc1)c1ccc(NC(=O)c2ccccc2Cl)cc1	-12
O=C(O)c1cccc(NS(=O)(=O)c2ccc(C3CCCCC3)cc2)c1	-6
Cc1noc(C)c1COc1cccc(C(=O)Nc2cccnc2)c1	5

Additional entries.
SMILES	BL2 CD40 inh
O=C(CN1CCOCC1)N[C@H]1CC[C@H](CCn2cc(C3CCCC3)nn2)O[C@H]1CO	4
CO[C@H]1CC[C@@H]2CCOc3c(C#N)cccc3C(=O)N(C)C[C@H](c3ccccc3)CC(=O)N(C)C[C@H]1O2	4[25 µM]
COc1ccc(C(=O)C2CCCN(C(=O)COc3ccc(C(C)=O)cc3)C2)cc1F (stereo not given)	9
CCC(CC)NC(=O)Nc1ccc(F)c(Cl)c1	3
Cn1ccnc1-c1ccc(-c2nccn2C)cc1	-3
CCn1cc(-c2cc(C(=O)O)c3ccccc3n2)cn1	6
CCCC(=O)Nc1nc2c(C)c(Cl)ccc2s1	1
CC/S(C)=N/S(=O)(=O)c1ccc(C)cc1 (stereo not given)	-1
CCCOc1ccc(C2C(=O)N(C3CCCCC3)CC(=O)N2C2CC2)cc1OC (stereo not given)	8
O=C(CCCN1C(=O)NC2(CCCC2)C1=O)N1CCN(S(=O)(=O)c2ccccc2)CC1	12
Cc1ccn2c(=O)nc(SCC(=O)NCc3ccccc3)nc2c1	10
COCCNC(=O)C[C@@H]1CC[C@H]2[C@@H](COc3ccc(NS(=O)(=O)c4ccc(Cl)cc4)cc3C(=O)N2C)O1	-14[25 µM]
O=C(c1cc(COc2c(F)cccc2F)on1)N1CCC(c2ccncc2)CC1	-6
Cc1ccc2c(c1)NCCO2	10
CC(=O)N1CCC(c2c[nH]c3ccccc23)CC1	-11
COc1ccc(C(=O)NC(=S)N2CCOCC2)cc1OC	4
COc1ccc(NC(=O)CN(C)C(=O)c2cccc3ccccc23)cc1	-3
O=C(NC[C@H]1[C@@H](c2ccccc2)[C@H](CO)N1C(=O)Cc1ccncc1)C1CCC1	3[25 µM]
CC(=O)Nc1cc(O)cc(O)c1	-15
Fc1ccc(-c2nnc(Cc3nnc(-c4ccc(F)cc4)o3)o2)cc1	5
COc1ccc(NC(=O)c2ccc(-c3ccc(OC)cc3)s2)cc1	-7
O=C(NCc1ccc(F)cc1)C1CCCN(S(=O)(=O)c2cccnc2)C1 (stereo not given)	7
O=C1CN(C(=O)COc2ncnc3ccccc23)c2ccccc2N1	2
C[C@@H]1C[C@H](Nc2ccccc2)c2ccccc2N1C(=O)c1cccnc1	20*
O=C(C[C@H]1CC[C@H]2NC[C@H](O)COC[C@@H]2O1)Nc1ccc(-c2ccccc2)cc1	-8[25 µM]

The list continues:
SMILES	BL2 CD40 inh
CCN(CC(=O)Nc1c(F)cccc1F)C(=O)c1nn(C)c(=O)c2ccccc12	4
CCOc1ccc2nnnn2n1	-14
OC(COc1ccccc1)CN1CCN(c2cccc(Cl)c2)CC1 (stereo not given)	-7
CC(=O)Nc1cccc(CCc2nc3ccccc3[nH]2)c1	-37
CO[C@@H]1CN(C)C(=O)c2cc(NC(=O)NC3CCCCC3)ccc2OC[C@@H](C)N(C)C[C@H]1C	-6
O=C(Cn1cc(C(=O)c2cccs2)c2ccccc21)NC1CCCCC1	-2
C[C@H](N)C(=O)OCc1ccc([N+](=O)[O-])cc1	-1
Cc1ccc(S(=O)(=O)c2c(CO)c(-c3ccccc3)nn2C)cc1	3
O=C(c1ccc(S(=O)(=O)c2ccc(Cl)cc2)cc1)N1CCOCC1	5
O=C(COC(=O)/C=C/c1ccccc1)Nc1nnc(-c2ccccc2)o1	3
CN(Cc1ccccc1)C(=O)CN(Cc1ccccc1)S(C)(=O)=O	10
C/C(Cn1nnc([N+](=O)[O-])n1)=N\NC(=O)c1ccccc1	-15
C[C@@H]1CN(C)C(=O)c2cc(N)ccc2O[C@H]1CN(C)C(=O)OC(C)(C)C	0
COc1ccccc1CNc1ncnc2c1cnn2-c1ccccc1	-36
C[C@@H]1CN([C@@H](C)CO)C(=O)c2ccccc2-c2ccccc2CO[C@H]1CN(C)C(=O)N[C@H](C)c1ccccc1	-26[25 µM]
O=c1[nH]c(=O)c2ccccc2o1	-3
COc1ccc(C[C@@H]2CCn3nncc3COC[C@@H](CC(C)C)NC2=O)cc1	0[25 µM]
Cc1noc(C)c1NC(=O)N[C@@H]1C=C[C@@H](CC(=O)Nc2ccc(-c3ccccc3)cc2)O[C@H]1CO	-5[25 µM]
N#CC(c1ccccc1)(c1ncc(C(F)(F)F)cc1Cl)N1CCOCC1 (stereo not given)	7
CCc1ccc(C(=O)OCC(=O)c2c(N)n(CC(C)C)c(=O)n(C)c2=O)cc1	-7
CC(C)[C@H](NS(=O)(=O)c1cccc(C(F)(F)F)c1)C(=O)OCC(N)=O	-5

A different layout for 7 compounds above.
structure | BL2 CD40 inh
O=C(NCC(=O)N1CCN(S(=O)(=O)c2ccccc2)CC1)c1ccc2ccccc2c1 | 9
COc1ccccc1CNc1ncnc2c1cnn2-c1ccccc1 | -36
C[C@@H]1CN(C)C(=O)c2cc(N)ccc2O[C@H]1CN(C)C(=O)OC(C)(C)C | 0
C(=N\NC1=Nc2cccc3cccc1c23)/c1cccnc1 | -59
O=C(Cn1cc(C(=O)c2cccs2)c2ccccc21)NC1CCCCC1 | -2
CCOC(=O)Cc1csc(SCC(=O)N(CC(C)C)c2c(N)n(Cc3ccccc3)c(=O)[nH]c2=O)n1 | -10
COc1ccc(-c2nnc(SCC(=O)NC3CC3)o2)cc1 | -34

Reprinted at random: two compounds from above, in no set order.
SMILES	BL2 CD40 inh
C[C@@H]1CN([C@@H](C)CO)C(=O)c2ccccc2-c2ccccc2CO[C@H]1CN(C)C(=O)N[C@H](C)c1ccccc1	-26[25 µM]
COc1ccc(C[C@@H]2CCn3nncc3COC[C@@H](CC(C)C)NC2=O)cc1	0[25 µM]

These rows are one share of the data (hit frequency here may not be typical).
